# MEKK2mut PB1 HTS: MEK5 binding signal on mutant MEKK2 PB1, primary screen, biochemical, multiplex bead flow cytometry, Alexa488-MEK5; Alexa488-MEK5 binding to MEKK2 mutant; percent response, % at 10 µM; 0.35% of 290,000 active; AID 1530, 2009; in the data active = percent response above about 24%, passing the limit was not always enough; note: inactives centre near 1; some results filed as inactive read as strong as hits; reference of the scale not given here
# IDE inh: human IDE inhibitors in live cells, primary screen, fluorescence polarization, HEK cells, FAbetaB substrate. Insulin-degrading enzyme (Homo sapiens), P14735. FAbetaB cleavage. inhibition, % at 5.59 µM. 0.41% of 320,000 active;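 active = percent inhibition above the average of all tested compounds plus 3 SD, set per screening campaign, cut at about 16% in these data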;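 note: IDE supplied by intact live HEK cells; FP after avidin binding of uncleaved biotin substrate so inhibition keeps polarization high; 0% = DMSO wells and 100% = 60 µM reference IDE inhibitor Ii1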
# pCIP destab: p/CIP-EGFP fusion destabilizers, primary screen, fluorescence, F442A cells | decrease of EGFP signal, % at 10 µM | Q05BA5 | 16 h | 0.01% of 290,000 active;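 active = EGFP signal decrease of at least 30% at 10 µM or well 3 SD below plate mean, unless failing retest; inactive = the rest, including hits failing retest or dose response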; note: some compounds called inactive have numbers as strong as hits; many of its hits are not listed in these tables
# MEKK2 WT-MEK5: modulators of MEK5 binding to wildtype MEKK2, primary screen, biochemical, multiplex bead flow cytometry, Alexa488-MEK5; binding response (% of control), % at 10 µM; Alexa488-MEK5 binding to MEKK2 WT; actives lie on both sides; Mitogen-activated protein kinase kinase kinase 2 (Homo sapiens), Q9Y2U5; 1.1% of 290,000 active; in the data active = binding response below about 67% or above about 130%
# SUMO HTRF inh: inhibitors of in vitro SUMOylation cascade, primary screen, biochemical, HTRF, uHTS; HTRF SUMOylation assay, SAE1/SAE2 + UBC9; 0.36% of 290,000 active; SUMO-conjugating enzyme UBC9 (Homo sapiens), P63279; inhibition, % at 35 µM; in the data active = inhibition above about 50%, passing the limit was not always enough; note: strong numbers were not always called active
# Target sequence (P63279 whole entry, looked up): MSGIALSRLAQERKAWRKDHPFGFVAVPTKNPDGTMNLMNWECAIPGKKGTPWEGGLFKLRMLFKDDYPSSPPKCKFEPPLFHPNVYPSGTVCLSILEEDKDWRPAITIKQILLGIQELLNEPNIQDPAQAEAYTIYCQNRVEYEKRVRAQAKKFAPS
# PfM18AAP inh: PfM18AAP inhibitors, malaria aminopeptidase, primary screen, biochemical, QFRET, recombinant enzyme. H-Glu-NHMec fluorogenic cleavage. inhibition, % at 7.35 µM. 1.2% of 290,000 active. AID 1822, 2009;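 active = inhibition above the campaign mean inhibition over all tested compounds plus 3 SD, cut at about 28% in these data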;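 note: 0% = plate median of test compound wells and 100% = 2 mM ZnCl2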
# IDE cell activ: human IDE activators in live cells, primary screen, fluorescence polarization, HEK cells, FAbeta-B substrate | Insulin-degrading enzyme (Homo sapiens), P14735 | activation, % at 5.96 µM | 0.073% of 340,000 active | FAbeta-B cleavage; 0% vehicle, 100% cell-free pure enzyme wells;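 active = activation above the mean of all tested compounds plus 3 SD, set per screening campaign, cut at about 17% in these data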
# NALP1 yeast inh: NALP1 inflammasome inhibitors in reconstituted yeast, colorimetric, S. cerevisiae, triplicate retest; inhibition, % at 10 µM; S. cerevisiae NALP1/ASC/caspase-1 growth, X-gal OD620, 72 h; AID 2071, 2009; 0.61% of 280,000 active; in the data active = inhibition mostly above about 24%, no sharp cut-off; inactive = mostly below about 32%; note: some compounds called inactive have numbers as strong as hits
# MEKK3 PB1 HTS: modulators of MEKK3-MEK5 PB1 binding, primary screen, biochemical, wildtype MEKK3, multiplex bead flow cytometry, Alexa488-MEK5; Mitogen-activated protein kinase kinase kinase 3 (Homo sapiens), Q99759; bead-based flow cytometry, Alexa488-MEK5 binding to MEKK3; actives lie on both sides; 0 = blocked by unlabeled MEK5, 100 = vehicle; binding response (% of control), % at 10 µM; 1.4% of 290,000 active;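 active = binding response more than 3 SD above or below the average of its plate-row segment, actives on both sides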;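 note: Alexa488 bead fluorescence after subtracting the streptavidin-only scavenger bead signal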
# Target sequence (Q99759 whole entry, looked up): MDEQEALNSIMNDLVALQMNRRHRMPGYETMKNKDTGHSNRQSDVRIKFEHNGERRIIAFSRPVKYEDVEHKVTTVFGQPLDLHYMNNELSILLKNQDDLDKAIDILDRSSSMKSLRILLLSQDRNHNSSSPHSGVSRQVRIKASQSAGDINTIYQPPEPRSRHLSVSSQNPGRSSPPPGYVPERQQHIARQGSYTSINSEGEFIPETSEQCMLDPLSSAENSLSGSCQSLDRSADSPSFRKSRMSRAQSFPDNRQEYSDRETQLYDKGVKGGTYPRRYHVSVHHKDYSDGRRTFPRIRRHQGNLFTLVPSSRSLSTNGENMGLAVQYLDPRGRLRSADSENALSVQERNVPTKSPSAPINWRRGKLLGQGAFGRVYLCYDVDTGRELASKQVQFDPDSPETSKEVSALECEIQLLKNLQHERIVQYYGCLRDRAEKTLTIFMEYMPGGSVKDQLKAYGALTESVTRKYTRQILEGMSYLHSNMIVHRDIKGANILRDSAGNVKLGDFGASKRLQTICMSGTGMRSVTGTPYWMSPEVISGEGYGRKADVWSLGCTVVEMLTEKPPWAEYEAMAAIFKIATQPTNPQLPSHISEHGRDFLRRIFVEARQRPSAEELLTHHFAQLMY
# An asterisk follows results filed as active; . = no result given. Some of the compounds tested; the hit share may differ from the screen's.
MEKK2mut PB1 HTS,IDE inh,pCIP destab,MEKK2 WT-MEK5,SUMO HTRF inh,PfM18AAP inh,IDE cell activ,NALP1 yeast inh,MEKK3 PB1 HTS,canonical_smiles
2,2,4,104,13,-3,-1,-2,106,Cc1ccccc1-n1nc(-c2cccnc2)cc1C(=O)N/N=C/c1ccncc1
21,-1,-2,101,21,6,-4,13,103,C/C(=N\NC(=O)CNc1cccc2ccccc12)c1ccc(Br)s1
-2,-1,7,94,10,3,-2,21,95,NC(=O)C1CCN(c2cc(Cl)ccc2[N+](=O)[O-])CC1
1,5,-11,106,11,-2,0,2,102,CC(=O)Nc1nc(C)c(-c2nc3ccc([N+](=O)[O-])cc3[nH]2)s1
0,5,-2,106,4,-13,-1,8,106,Cc1cc(NC(=O)COC(=O)C2COc3ccccc3O2)no1 (stereo not given)
-1,1,-1,104,4,-4,4,33,100,O=C1NC2(CCCCC2)C(=O)N1Cc1ccc([N+](=O)[O-])cc1
-3,4,3,139*,-6,-5,4,-24,112,O=C(CC1C(=O)NCCN1CC1CCCCC1)NCCc1ccc(F)cc1 (stereo not given)
3,-1,-10,101,8,5,1,5,100,O=C(COc1ccc(Br)cc1Cl)NCCCN1CCOCC1
5,1,-10,101,14,-9,-3,11,109,Cc1ccnc(NS(=O)(=O)c2ccc(NC(=O)Cc3ccc(Br)cc3)cc2)n1
2,-1,-25,95,13,2,1,15,100,O=S(=O)(c1ccccc1)N1CCN(S(=O)(=O)N2CCCCCC2)CC1
6,-4,.,138,.,.,8,.,113,CN(C/C=C/C#CC(C)(C)C)Cc1cccc2ccccc12
-1,6,-22,106,10,4,-1,-6,106,O=C(COC(=O)/C=C/c1ccccc1)NCc1ccccc1Cl
-2,-1,0,98,13,-76,-3,13,104,Clc1cccc(-c2nc3nc4ccccc4nc3n2Cc2ccco2)c1
11,2,-7,109,-10,-3,-1,-6,107,CC(=O)N=c1sc2ccccc2n1C
6,-3,8,109,6,-2,-3,5,107,CN(Cc1cnn(C)c1)Cc1nc(C(c2ccccc2)c2ccccc2)no1
-1,4,0,99,-14,4,5,21,132,O=C1NC(CCc2ccccc2)C(=O)N1Cc1cccc2ccccc12 (stereo not given)
-6,3,1,90,15,-12,1,4,93,Cc1nc2nc(C)n(-c3ccccc3)c2s1
2,3,1,104,-9,10,6,-13,100,CC(=N\NC(=O)c1cc(Br)ccc1O)/C(=N/O)C(=O)Nc1ccccc1
-5,-1,-8,96,11,-7,.,6,93,NC[C@@]12CCCC1C1CCC2C1 (stereo not given in full)
-9,.,-4,92,3,-13,1,-5,94,Cc1ccc(OCC(=O)NCCNC(=O)c2cnccn2)cc1C
-5,.,2,100,-1,0,4,14,100,CCOC(=O)COc1cc(OCC(=O)OCC)c2c3c(c(=O)oc2c1)CCCC3
1,-1,-11,108,10,-6,10,40,180*,COc1ccc(C(=O)Nc2nc3nccc(-c4ccccc4)n3n2)cc1
-9,-7,-12,94,7,2,1,14,99,C=CCn1c(CC(C)(C)C)nc2ccccc21
1,5,3,100,-6,4,1,13,102,COc1ccccc1CNC(=O)C(C)n1nc(C)c2c(C)n(-c3ccccc3)nc2c1=O (stereo not given)
-10,4,0,87,5,-3,-1,-6,86,COc1ccnc(NCc2cccc(C(F)(F)F)c2)c1C#N
.,1,-46,.,16,1,1,0,.,O=[N+]([O-])c1cccc(/C=C/c2nc(C=Nc3ccc4ccccc4c3)c(O)o2)c1
-6,2,-10,97,9,-7,0,19,98,CCOc1cc(N2CCOCC2)c(OCC)cc1NC(=O)CN1C(=O)NC2(CCCCCCC2)C1=O
0,0,-1,103,5,2,2,-4,96,COc1ccc([N+](=O)[O-])cc1NC(C)C
0,-3,0,102,-7,1,10,16,101,COc1ccccc1CNS(=O)(=O)c1c(C)nc2sccn2c1=O
0,2,12,100,-33,4,0,16,101,O=C(CSc1cccc2cccnc12)OCC(=O)c1ccc(Br)cc1
7,-3,-3,96,3,9,0,24,98,COC(=O)c1c(NC(=O)CCC(=O)O)sc2c1CCCCC2
2,5,-17,100,.,-2,-4,-12,102,CN(CCC1CCOCC1)C(=O)C1CCC(=O)N(CCc2ccc(Cl)cc2)C1 (stereo not given)
-5,-3,0,93,4,0,7,8,103,COc1cc(CC(=O)OCC(=O)N2CC(=O)Nc3ccccc32)cc(OC)c1OC
2,.,-2,104,4,6,5,13,104,COc1ccc(C(=O)N/C(=C/c2ccc(Cl)cc2)C(=O)Nc2ccc(C(=O)O)cc2)cc1
0,0,2,97,8,5,0,3,100,CCOc1c(Cl)cnn(-c2ccc(C)cc2)c1=O
1,3,-13,107,-29,-3,0,.,129*,O=C(CSc1nc2ccccc2s1)Nc1cc(S(=O)(=O)N2CCOCC2)ccc1Cl
4,-3,7,104,-2,-9,0,4,85,CC1CCCCC1NC(=O)CCn1c(=O)oc2ccccc21 (stereo not given)
-1,14,12,108,-4,-14,-5,19,128*,COc1ccc(N(CC(=O)N2CCN(c3ccc(F)cc3)CC2)S(=O)(=O)c2c(C)n[nH]c2C)cc1
-15,-1,-10,90,26,-7,-7,.,93,COc1ccc(CC(=O)Nc2ccc(S(=O)(=O)Nc3ncccn3)cc2)cc1OC
1,-1,2,103,6,-14,5,11,104,CC1CCN(S(=O)(=O)c2cc(C(=O)N3CCN(c4ncccn4)CC3)ccc2Br)CC1
6,1,-14,107,20,5,-2,1,105,CCSC1=C(C#N)C(c2cccs2)C(C(=O)OC)=C(C)N1 (stereo not given)
-2,-2,8,97,-9,0,-3,4,102,CC(CNC(=O)CCC(=O)N1CCOc2ccc(Cl)cc21)c1ccccc1 (stereo not given)
3,-2,-9,104,22,-4,-3,21,104,O=S(=O)(c1ccc(Cl)cc1)N1CCC(N2CCOCC2)CC1
9,1,-5,101,14,4,-2,6,103,Cn1c(=O)c2c(nc(NCCCO)n2C/C=C/c2ccccc2)n(C)c1=O
1,-3,-13,108,18,-16,-4,14,106,COc1ccc2c(=O)cc(C(=O)O)oc2c1
-15,-4,-10,86,-3,3,-6,4,89,Cc1ccc(NC(=O)Nc2c(C)n(C)n(-c3ccccc3)c2=O)cc1C
-1,-1,-8,99,3,-5,7,0,105,NS(=O)(=O)c1ccc(NC(=S)NC(=O)/C=C/c2cccs2)cc1
-10,2,11,79,-5,-10,.,-1,79,CCCN1C(=O)N(c2cccc(C)c2)C(C)(O)CC1(C)C (stereo not given)
7,-1,11,97,-9,1,1,-8,102,COCCCNc1nc(N)c([N+](=O)[O-])c(NCC2CCCO2)n1 (stereo not given)
3,2,10,103,16,4,3,-4,98,COCCn1c(SCC(=O)NCCc2ccccc2)nc2c([nH]c3ccccc32)c1=O
2,2,-2,104,-6,-5,3,.,106,CS(=O)(=O)N(CCc1ccccc1)CC(=O)N1CCN(Cc2ccc3c(c2)OCO3)CC1
10,-2,-9,101,11,-7,4,-5,103,Cn1cccc1C(=O)C(=O)Nc1cccc(Cl)c1Cl
5,2,-3,103,0,3,1,32,104,CCCc1nc2sc3c(c2c(=O)n1NC(=O)CCC(=O)O)CCCC3
-2,-3,-8,97,15,5,-2,20,96,O=C(NNC(=O)c1ccccc1Br)c1ccc2nc[nH]c2c1
-2,-4,-10,104,15,6,11,-10,105,CCOc1ccc(CNc2cccc(SC)c2)cc1
-4,1,-17,94,21,3,-2,49,88,O=C1C2C(C(=O)N1/N=C/c1ccc([N+](=O)[O-])o1)C1C=CC2C12CC2 (stereo not given)
-5,3,-8,94,23,-2,3,21,105,Cc1ccc(NC(=O)Cn2cc(S(=O)(=O)c3ccccc3)c(=O)c3cc(F)ccc32)cc1
1,4,-11,105,11,-4,3,7,104,COc1cc(C(=S)N2CCCC2)ccc1OCc1ccccc1
4,0,7,102,-9,10,-8,29,99,O=S(=O)(Cc1ccccc1)Nn1cnnc1
-2,2,-11,101,10,-8,6,.,104,CC(=O)c1c(Nc2cccc(F)c2)oc(C)cc1=O

# (list continues)
MEKK2mut PB1 HTS,IDE inh,pCIP destab,MEKK2 WT-MEK5,SUMO HTRF inh,PfM18AAP inh,IDE cell activ,NALP1 yeast inh,MEKK3 PB1 HTS,canonical_smiles
-17,-2,12,86,-3,5,14,0,81,CCN(CC(=O)Nc1ccc(S(=O)(=O)N2CCCC2)cc1)CC(=O)Nc1cccc(OC)c1
2,4,10,97,12,4,2,29,100,CCOc1ccccc1NC(=O)CCC(=O)Nc1ccccc1OCC
0,-2,-13,101,-1,-2,5,14,99,CCSc1nsc(NC(=O)Nc2ccc(F)cc2F)n1
-1,0,-10,94,-18,3,2,20,96,CCCCSc1nc2[nH]ncc2c(=O)[nH]1
-3,-1,-4,102,16,-14,-3,16,111,O=C(COC(=O)c1ccc(Br)cc1)NCCN1C(=O)CSC1=O
9,6,-7,100,-21,6,-1,17,104,CSc1ccccc1NC(=O)Nc1cccc(Cl)c1
2,-1,6,107,5,0,-5,11,101,COc1ccc(-n2c(SCC(=O)NCC3CCCO3)nc3c(c2=O)SCC3)cc1OC (stereo not given)
-1,-3,-5,91,22,7,1,0,83,COC(=O)C1(S(=O)(=O)C2(C(=O)OC)CCCC2)CCCC1
-2,-1,-12,99,-7,25,-1,16,96,O=C(N/N=C/C1CCCCC1)c1cc(Cl)ccc1O
-1,1,-10,93,18,2,1,4,96,CN(C)S(=O)(=O)N1CCN(S(=O)(=O)N2CCOCC2)CC1
1,76*,-19,95,-20,30*,-109,-3,104,Cc1cc(C)nc(NN2C(=O)/C(=C/c3ccc(O)cc3)SC2=S)n1
-3,0,-19,96,15,3,1,14,100,Cc1ccc(C(=O)NC(C)c2ccc(-n3ccnc3)cc2)cc1 (stereo not given)
-2,-1,-27,93,8,10,4,-23,94,CC(C)c1ccccc1-n1cc[nH]c1=S
3,11,3,104,-1,4,6,16,101,COc1ccccc1Nc1nnc(Cc2ccccc2)c(=O)[nH]1
-3,0,-5,97,5,-2,4,10,99,O=C(CSC1=NCCS1)Nc1cccc(F)c1
-2,-3,-1,97,-4,-5,-2,14,95,COc1ccc(NC(=O)COC(C)=O)cc1Cl
-4,-1,0,90,5,-4,-8,9,96,O=C(c1ccc2c(=O)n(C3CCCC3)c(=S)[nH]c2c1)N1CCCCCC1
10,-1,-12,105,14,4,-4,4,105,CCOc1ccc(C(C)=O)cc1COc1cccnc1[N+](=O)[O-]
-2,-3,-11,96,1,-7,4,-3,104,CN(CCc1cn[nH]c1)C(=O)CC1C(=O)NCCN1Cc1ccccc1C(F)(F)F (stereo not given)

# Another view of 4 compounds above:
# Results follow in this order: MEKK2mut PB1 HTS	IDE inh	pCIP destab	MEKK2 WT-MEK5	SUMO HTRF inh	PfM18AAP inh	IDE cell activ	NALP1 yeast inh	MEKK3 PB1 HTS
CC(C)c1ccccc1-n1cc[nH]c1=S
  -2	-1	-27	93	8	10	4	-23	94
CCCCSc1nc2[nH]ncc2c(=O)[nH]1
  -1	0	-10	94	-18	3	2	20	96
O=C(c1ccc2c(=O)n(C3CCCC3)c(=S)[nH]c2c1)N1CCCCCC1
  -4	-1	0	90	5	-4	-8	9	96
CCOc1ccc(C(C)=O)cc1COc1cccnc1[N+](=O)[O-]
  10	-1	-12	105	14	4	-4	4	105

# Bioassay records from PubChem.
